# Source: PubChem BioAssay (several laboratories)
# Redox H2O2 prof – compounds producing H2O2 with reducing agent – biochemical, NIH compound library profiling, artefact control for MLSCN library redox annotation, primary screen; DTT-dependent redox cycling H2O2, phenol red/HRP absorbance; 100% = 100 µM peroxide control, 0% = buffer; activation, % at 10 µM; 0.03% of 200,000 active;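 active = activation of at least 50% relative to the plate's high and low controls in the primary single-dose screen; inactive = activation below 50%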;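 note: compound incubated with DTT at 0.8 mM final as the reducing agent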
# RAM network inh – blocks the yeast RAM network; inhibition, % at 50 µM; AID 868; 1.8% of 190,000 active; S. cerevisiae dse1pr::URA3 reporter, 5-FOA growth OD615, 2 d; analog-sensitive cbk1-as2 kinase mutant strain;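 active = inhibition above a set limit, 3 SD over mean compound inhibition, cut at about 8.4% in these data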;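 note: 0% = DMSO-only wells with no growth and 100% = 10 µM 1-NA-PP1 full growth; inhibition rescues growth on 5-FOA so higher OD means more RAM inhibition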
# S1P3 antagonist – antagonists of human S1P3 receptor. Q99500. CHO S1P3 NFAT-BLA reporter, FRET fluorescence, antagonist mode. inhibition, % at 4.98 µM. 0.27% of 170,000 active;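 active = inhibition above the plate cutoff, the mean inhibition of test wells on that plate plus 3 SD, cut at about 28% in these data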;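 note: cells challenged with S1P at its EC80 of 0.8 µM; blue over green emission ratio from cleaved BLA substrate after 4 h stimulation; 0% = S1P-stimulated wells and 100% = unstimulated DMSO-only wells; some compounds past the cut are filed as inactive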
# Target sequence (Q99500 whole entry, looked up): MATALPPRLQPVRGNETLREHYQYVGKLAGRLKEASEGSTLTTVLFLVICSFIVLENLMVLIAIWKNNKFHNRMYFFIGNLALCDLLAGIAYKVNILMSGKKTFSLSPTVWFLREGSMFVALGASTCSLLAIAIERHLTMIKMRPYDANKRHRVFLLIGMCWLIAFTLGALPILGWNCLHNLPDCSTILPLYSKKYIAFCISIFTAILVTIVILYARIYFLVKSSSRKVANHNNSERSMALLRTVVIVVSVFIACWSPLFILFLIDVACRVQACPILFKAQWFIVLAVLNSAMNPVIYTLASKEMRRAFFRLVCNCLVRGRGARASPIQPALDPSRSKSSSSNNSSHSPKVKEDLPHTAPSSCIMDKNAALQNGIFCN
# Lmaj promast – Leishmania major promastigote growth inhibition. Leishmania major promastigotes, resazurin fluorescence viability. inhibition, % at 10 µM. 9% of 200,000 active. AID 1063;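 note: promastigotes grown with compound for 44 hours at 28 °C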
# Diaphorase inh – inhibits diaphorase or chemically oxidizes, flagging diaphorase assay artifacts; diaphorase resazurin-to-resorufin fluorescence, NADH, 16 min; bacterial (C. kluyveri) enzyme, not human; inhibition, % at 20 µM; AID 1217; 0.69% of 190,000 active;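 active = primary screen inhibition at 20 µM above a set limit, cut at about 50% in these data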;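 note: plate controls were DMSO with full reaction for no effect and wells lacking NADH for full effect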
#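 System: Diaphorase enzyme from Clostridium kluyveri | Amount: Enzyme working solution with 0.14 U/mL diaphorase | Benchmarks: No-NADH positive control and DMSO neutral control | Signal: Fluorescence of resorufin formed from resazurin, Ex 544/Em 590 nm | Schedule: 16-min room-temperature incubation before reading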
# PMI act – increases human mannose-6-phosphate isomerase activity; purified human PMI, coupled resazurin fluorescence, 20 min; stronger effect = higher value; 1 = vehicle control, 0 substrate-free wells; 0.005% of 190,000 active; P34949; activation factor at 20 µM;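 active = activation factor of 2 or more at 20 µM, relative to plate controls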
# Target sequence (P34949 whole entry, looked up): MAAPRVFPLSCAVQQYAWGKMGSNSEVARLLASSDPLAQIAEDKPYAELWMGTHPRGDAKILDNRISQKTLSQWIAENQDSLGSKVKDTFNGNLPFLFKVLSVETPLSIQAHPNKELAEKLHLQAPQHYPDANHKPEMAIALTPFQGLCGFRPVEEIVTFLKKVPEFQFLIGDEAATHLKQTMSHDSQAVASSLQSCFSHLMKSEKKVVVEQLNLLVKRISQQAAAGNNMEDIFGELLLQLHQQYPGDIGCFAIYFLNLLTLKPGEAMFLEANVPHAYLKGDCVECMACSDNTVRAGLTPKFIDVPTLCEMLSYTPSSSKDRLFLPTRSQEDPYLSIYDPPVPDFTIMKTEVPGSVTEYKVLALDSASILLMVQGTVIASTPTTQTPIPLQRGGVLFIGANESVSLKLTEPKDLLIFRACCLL
# TLR4-MyD88 BLA – blocks binding of human TLR4 to MyD88; O00206+Q99836; HeLa CL3-4 TLR4/MyD88 BLA complementation, FRET ratio; inhibition, % at 8.4 µM; 0.18% of 200,000 active; in the data active = inhibition above about 25%;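 note: 0% = vehicle and 100% = reference inhibitor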
# PMI act satM6P – PMI (human) activation, high substrate; coupled PMI enzyme assay, resazurin fluorescence, 20 min; stronger effect = higher value; 1 = untreated enzyme, 0 = substrate-free blank; activation factor at 20 µM; 0.34% of 190,000 active;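 active = activation factor of 2 or more at 20 µM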
#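 Material: human phosphomannose isomerase with PGI, G6PDH, diaphorase coupling enzymes. Quantity: 15 ng/mL PMI. Medium: HEPES pH 7.4 buffer with MgCl2 and Tween-20. Reagent: Near-saturating mannose-6-phosphate, 1.0 mM. Compound: 20 µM single dose. Times: enzyme reaction with compound 20 min at room temperature. Detection: resorufin fluorescence at Ex 544/Em 590 nm.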
# Hsp70 activator – switches on Hsp70 transcription; HeLa Hsp70 promoter luciferase reporter, luminescence; scaled: vehicle 0, proteasome-inhibitor control 100%; activation, % at 10 µM; 0.04% of 200,000 active; AID 1203;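 active = activation above the mean across all tested compounds plus 3 SD, cutoff set per campaign, cut at about 5.5% in these data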;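 note: 100% = MG132 at 30 µM as the positive control and 0% = DMSO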
# G6PDH counter – inhibits Leuconostoc G6PDH, flagging false hits in G6PDH-based assays; Purified L. mesenteroides G6PDH, diaphorase/resazurin coupled fluorescence, 45 min; inhibition, % at 5 µM; 0.12% of 200,000 active
# Diaph act CS – counter-screen for diaphorase-based assays: diaphorase activators and chemical reducers. Diaphorase/resazurin coupled assay, resorufin fluorescence, 16 min; stronger effect = higher value; 1 = vehicle wells, 0 = NADH-free wells. activation factor at 20 µM. 0.005% of 190,000 active. AID 1229;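 active = diaphorase activity raised at least twofold by the compound at 20 µM; inactive = activation factor below 2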
#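 Material: Clostridium kluyveri diaphorase, purified enzyme; Quantity: enzyme 0.07 U/mL final; Medium: HEPES pH 7.4 buffer with MgCl2 and Tween 20; Dosing: single compound dose of 20 µM, 1% DMSO final; Schedule: 16 min reaction at room temperature; Measured by: red resorufin fluorescence at 544/590 nm excitation/emission.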
# Starred values were filed as active, the others as inactive; x = not tested or not shown. Cut-off read from the data, not from the text of the source, unless noted: active = inhibition above about 50%; inactive = the rest.
SMILES,Redox H2O2 prof,RAM network inh,S1P3 antagonist,Lmaj promast,Diaphorase inh,PMI act,TLR4-MyD88 BLA,PMI act satM6P,Hsp70 activator,G6PDH counter,Diaph act CS
Cc1cc(N=NC(=O)c2ccccc2O)c2ccccc2c1O,2.3,1.6,-12,-4,15,1,3,0.7,0.3,14,0.9
CC(C)(C)NC(=O)COC(=O)c1ccc(NC(=O)CC#N)cc1,0.1,3.0,8,-2,1,1,9,1.1,-0.5,-3,1
COC(=O)C1C(=O)C2=C(CC1C)Nc1ccccc1NC2c1cccs1 (stereo not drawn),-0.8,1.0,-17,26,2,0.9,-3,1,-0.2,-3,1
Cc1ccccc1CSc1nnc(C)c(=O)[nH]1,-0.2,2.4,-8,-8,13,0.9,-4,0.9,0.1,-2,0.9
COCCNC(=O)c1ccccc1-c1nc(-c2ccccc2Cl)no1,-0.3,0.3,-2,-2,0,1,4,1,-0.4,-1,1
CN(C(=O)C1CCOC1)c1nnc(-c2cccnc2)s1 (stereo not drawn),3.1,-0.3,-37,-2,7,0.8,10,0.9,0.1,-4,0.9
CC(=O)c1ccc(NC(=O)c2ccc3c(Cl)c4c(nc3c2)CCCC4)cc1,0.2,6.1,9,1,-19,1,6,1,-0.2,6,1.2
CC(C)(C)c1ccc(C(=O)CS(=O)(=O)c2ccccc2)cc1,-3.8,1.4,x,2,6,1,-5,1,0.1,2,0.9
O=c1oc2ccccc2c(O)c1/C=N/c1ncccn1,x,x,-13,x,8,0.9,x,1,x,10,0.9
Cc1cc(C)cc(NC(=O)CSc2ccc(-c3ccco3)nn2)c1,1.1,6.6,-19,51*,17,0.8,-13,0.9,-0.2,-23,0.8
CN(c1ccccc1)c1nc2ccsc2c(=O)s1,1.6,2.3,x,-5,8,1,-4,1,0.1,-9,0.9
CC1CCCN(C(=O)c2ccc3c(=O)n(Cc4ccc5c(c4)OCO5)c(=S)[nH]c3c2)C1 (stereo not drawn),2.7,0.9,x,4,21,1,-5,0.9,-0.4,1,0.8
COc1ccc(-n2c(SCC(=O)Nc3ncc(Cl)cc3Cl)nc3ccccc32)cc1,-1.5,4.1,0,25,28,1.2,8,1,-0.4,10,0.7
Cc1cccc2sc(N(CCN(C)C)C(=O)c3cc(Cl)sc3Cl)nc12,0.4,3.4,4,0,21,0.9,5,1.1,-0.4,-23,0.8
CCN(CC)C1CCN(C(=O)CCc2nnc(CCc3ccccc3)o2)C1 (stereo not drawn),-1.2,-0.1,10,-1,-2,1,-6,1.1,-0.2,7,1
O=C(N/N=C/c1ccc2nccnc2c1)c1cccc([N+](=O)[O-])c1,0.1,0.9,2,-1,-2,1.1,-7,1,-0.3,-5,1
COc1ccc(C)cc1S(=O)(=O)N1CC(C)OC(C)C1 (stereo not drawn),-0.1,1.2,-4,-6,x,x,0,x,-0.1,3,x
O=C1N(Cc2cccc(Cl)c2)C[C@@H]2C[C@@H](c3c[nH]c4ccccc34)N3CCC[C@@]123,0.8,-0.6,12,4,20,0.8,-17,0.6,-0.3,18,0.8
CCCCN(C(=O)CNC(=O)c1ccco1)C(C(=O)NC1CCCC1)c1ccc(OC)cc1 (stereo not drawn),0.1,-0.2,x,2,7,1,4,1.1,-0.3,1,0.9
CC(Sc1nncn1C)C(=O)Nc1nnc(C(C)C)s1 (stereo not drawn),0.2,3.3,-24,-6,9,0.9,-1,0.9,0.2,-2,0.9

# The last 6 entries of the part before lead into the next:
SMILES,Redox H2O2 prof,RAM network inh,S1P3 antagonist,Lmaj promast,Diaphorase inh,PMI act,TLR4-MyD88 BLA,PMI act satM6P,Hsp70 activator,G6PDH counter,Diaph act CS
CCN(CC)C1CCN(C(=O)CCc2nnc(CCc3ccccc3)o2)C1 (stereo not drawn),-1.2,-0.1,10,-1,-2,1,-6,1.1,-0.2,7,1
O=C(N/N=C/c1ccc2nccnc2c1)c1cccc([N+](=O)[O-])c1,0.1,0.9,2,-1,-2,1.1,-7,1,-0.3,-5,1
COc1ccc(C)cc1S(=O)(=O)N1CC(C)OC(C)C1 (stereo not drawn),-0.1,1.2,-4,-6,x,x,0,x,-0.1,3,x
O=C1N(Cc2cccc(Cl)c2)C[C@@H]2C[C@@H](c3c[nH]c4ccccc34)N3CCC[C@@]123,0.8,-0.6,12,4,20,0.8,-17,0.6,-0.3,18,0.8
CCCCN(C(=O)CNC(=O)c1ccco1)C(C(=O)NC1CCCC1)c1ccc(OC)cc1 (stereo not drawn),0.1,-0.2,x,2,7,1,4,1.1,-0.3,1,0.9
CC(Sc1nncn1C)C(=O)Nc1nnc(C(C)C)s1 (stereo not drawn),0.2,3.3,-24,-6,9,0.9,-1,0.9,0.2,-2,0.9
Cc1cc(C=O)c(C)n1-c1cc(C(F)(F)F)ccc1N1CCOCC1,0.1,1.1,x,94*,11,0.9,-9,0.9,0.1,2,0.9
Cc1ccc(-c2n[nH]c(=O)c3ccccc23)cc1N,2.9,0.9,1,1,20,1,-1,0.9,-0.4,-3,0.8
CCOc1cccc2sc(NC(=O)c3ccc(Br)s3)nc12,-0.7,0.5,0,37,10,1,-6,1,0.3,-10,0.9
Cc1cc(NCCCO)n2nc(-c3cccs3)cc2n1,-0.4,-0.6,-11,-2,-16,1.1,-3,1.1,0.0,0,1.2
Cc1cc(C)n(-c2ccc(C(=O)Nc3sccc3C(N)=O)cc2)n1,1.2,1.7,18,45,22,0.9,-6,0.8,0.1,2,0.8
COc1ccc(/C=C(/NC(=O)c2ccco2)C(=O)N2CCCC2=O)cc1,-0.1,-0.5,-11,-6,10,0.9,-6,0.9,-0.1,2,0.9
O=C(NCc1cccs1)C(=O)NCC1OCCCN1S(=O)(=O)c1ccc(F)cc1 (stereo not drawn),0.0,3.2,6,1,10,0.9,-5,1,-0.3,6,0.9
COc1cc(C(=O)OC(C)C(=O)Nc2ccc3c(c2)OCO3)ccc1OCc1c(C)noc1C (stereo not drawn),2.0,5.2,x,-1,11,1,11,1,-0.4,-4,0.9
Cc1ccc(/C=N/n2c(C)nnc2C)o1,0.5,-0.6,-9,-6,-7,1,1,1.1,-0.3,9,1.1
Cc1nnc(SC(C)C(=O)NCC2CCCO2)n1-c1ccccc1 (stereo not drawn),2.2,0.0,-2,6,16,0.9,-8,0.9,-0.2,9,0.8
CCN(CC)CC(C)(C)NS(=O)(=O)c1ccc(Cl)cc1,-3.5,0.6,-6,71*,9,1.1,-1,1.1,0.0,7,0.9
COCC(=O)Nc1ccc(Nc2ccccc2)cc1,2.1,0.2,-16,40,2,1,0,1.1,-0.1,-7,1
COc1ccc(/C=N\NC(=O)c2c(C)nc3ccc(Br)cn23)cc1,0.1,0.3,11,4,8,1,10,0.9,0.0,-12,0.9
CSC(=NC#N)N1CCN(c2cccc(Cl)c2)CC1,-6.2,0.7,x,27,-13,1.1,0,1.1,-0.2,10,1.1
CSC(=NC(C)c1ccccc1)NS(=O)(=O)c1cccs1 (stereo not drawn),-0.1,1.6,6,3,14,0.9,-1,0.9,-0.3,-11,0.9
Cc1ccc(C(=O)O)cc1NC(=O)Nc1ccc2c(c1)OCO2,-0.7,2.2,-19,-8,6,1.1,-7,1,-0.1,8,0.9
Cc1ccc(NC(=O)COC(=O)CN2C(=O)NC(C)(C)C2=O)cc1S(=O)(=O)N1CCOCC1,-0.9,-0.8,3,-2,-10,1.1,-3,1,-0.3,6,1.1
COc1ccc(C)cc1S(=O)(=O)N(C)CC(=O)NC1CCCCCC1,0.5,4.5,-19,3,3,1,-1,1,0.4,4,1
CC(=O)OCC(OC(C)=O)C(OC(C)=O)C(OC(C)=O)C(=O)Nc1ccccc1C (stereo not drawn),30,2.4,4,-3,18,1,3,0.9,-0.1,6,0.8
O=C(COc1ccc(Cl)cc1)N1CCN(c2ccc([N+](=O)[O-])c(N3CCCCC3)c2)CC1,0.5,1.5,x,1,10,0.8,4,0.9,0.0,-35,0.9
COc1ccc(-n2c(Cc3cccn3C)nnc2SCC(=O)Nc2cc(C)cc(C)c2)cc1,-1.0,0.1,-26,7,28,0.8,6,0.8,0.0,-46,0.7
Cc1cc2cc(CN(Cc3ccc4c(c3)OCO4)Cc3nnnn3C3CCCC3)c(=O)[nH]c2cc1C,1.9,2.4,7,24,15,0.9,0,0.9,0.0,5,0.8
O=C(CSc1nnc(Cc2ccccc2)n1C1CCCCC1)N1CCOCC1,2.3,-0.4,24,-5,9,0.9,9,0.9,0.0,5,0.9
COc1cc(/C=N/NC(=O)c2nc(C)cc(C)n2)ccc1O,-0.6,0.9,x,11,13,1,-5,1,0.1,2,0.9
CCCc1c(C)nc2ccc(OC)cc2c1SCCC(=O)O,0.0,-0.4,-1,31,17,1.1,-1,1.1,-0.2,12,0.8
COC(=O)c1ccc(=O)n(CC(=O)c2ccc(Cl)cc2)c1,-0.5,-0.2,-9,-1,5,1,-8,1,-0.1,10,0.9
COc1ccc(NC(=O)CN2CCOCC2)cc1,-1.3,-1.5,x,-5,26,0.8,-7,0.9,0.4,6,0.7
O=C(C1CCC1)N1CCC(O)(c2cccc(F)c2)CC1,-0.2,-1.0,2,-10,5,1,-11,1,-0.1,0,0.9
CSc1n[nH]c(NCc2cccs2)n1,1.0,1.2,-10,-6,12,0.9,3,1,0.0,-2,0.9
CCCCc1cc2c(c(NC(C)=O)n1)c(=O)oc1ccccc12,-0.5,1.4,-41,-8,8,0.9,-1,1,-0.4,-30,0.9
NC(=O)CCn1nc(-c2ccc(Cl)cc2)c2ccccc2c1=O,3.2,3.9,0,3,12,0.9,10,1,0.0,-1,0.9
COc1ccc(N(C)S(=O)(=O)c2cccc3nsnc23)cc1,-1.1,0.2,-17,-1,4,1.1,2,1.1,-0.2,-3,1
